# Compound activity as filed in PubChem BioAssay.
# Bcl-B Bim block: inhibitors of Bim-Bcl-B binding, primary screen, biochemical, multiplexed, human Bcl-2 family. inhibition, % at 10 µM. bead-based flow cytometry, Bim peptide-Bcl-B binding. 190,000 tested, 0.073% active;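 further: 0% = tracer peptide without compound and 100% = reference inhibitor peptide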
# Target sequence (Q9HD36 whole entry, looked up): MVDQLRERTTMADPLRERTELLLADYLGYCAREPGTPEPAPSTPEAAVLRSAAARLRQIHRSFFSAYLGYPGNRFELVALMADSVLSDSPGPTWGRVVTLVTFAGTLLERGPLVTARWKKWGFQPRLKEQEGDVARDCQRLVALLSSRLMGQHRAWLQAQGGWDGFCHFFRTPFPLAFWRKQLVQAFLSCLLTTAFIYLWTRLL
# Bim-Bfl-1: inhibitors of Bim binding to Bfl-1, primary screen, biochemical, multiplexed, bead-based flow cytometry; Bim-Bfl-1 binding inhibition; inhibition, % at 10 µM; 190,000 tested, 0.12% active;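 further: 0% = wells without compound plus tracer and 100% = blocker peptide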
# RGS7-Gao reg: RGS7-Galphao binding modulators, primary screen, biochemical, multiplexed bead flow cytometry; 220,000 tested, 0.35% active; AID 1439, 2008; actives lie on both sides; Guanine nucleotide-binding protein G(o) subunit alpha (Homo sapiens), P09471; binding response (% of control), % at 10 µM; in the data active means binding response below about 49% or above about 150%; inconclusive means no clear call, values can overlap the other calls; inactive means in between;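 further: fluorescent Galphao held in activated GDP-AlF4 state binding bead-coupled RGS7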
# Target sequence (P09471 whole entry, looked up): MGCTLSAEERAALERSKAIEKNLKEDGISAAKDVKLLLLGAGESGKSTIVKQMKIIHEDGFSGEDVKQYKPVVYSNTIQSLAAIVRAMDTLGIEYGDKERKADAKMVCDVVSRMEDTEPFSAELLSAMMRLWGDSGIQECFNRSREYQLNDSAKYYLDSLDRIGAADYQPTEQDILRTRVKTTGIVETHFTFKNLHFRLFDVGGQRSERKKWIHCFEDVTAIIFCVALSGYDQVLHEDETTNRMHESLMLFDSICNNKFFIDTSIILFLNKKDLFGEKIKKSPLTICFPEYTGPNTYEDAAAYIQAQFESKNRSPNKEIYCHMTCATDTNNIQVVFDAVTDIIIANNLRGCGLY
# Bim-Bcl-XL: inhibitors of Bim-Bcl-XL binding, primary screen, biochemical, multiplexed, bead flow cytometry, human Bcl-XL. Bcl-2-like protein 1 (Homo sapiens), Q07817. 190,000 tested, 0.04% active. inhibition, % at 10 µM. Bim peptide-Bcl-XL binding, fluorescence
# RGS4-Gao reg: modulators of RGS4 binding to Galphao, primary screen, biochemical, multiplexed bead flow cytometry; Guanine nucleotide-binding protein G(o) subunit alpha (Homo sapiens), P09471; actives lie on both sides; binding response (% of control), % at 10 µM; 220,000 tested, 0.33% active; in the data active means binding response below about 49% or above about 150%; inactive means in between;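 further: fluorescent Galphao activated with aluminum fluoride binding bead-coupled RGS4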
# Mcl-1 Bim block: inhibitors of Bim peptide binding to Mcl-1, primary screen, biochemical, bead-based flow cytometry, multiplex. AID 1009, 2008. Bim peptide-Mcl-1 binding. Induced myeloid leukemia cell differentiation protein Mcl-1 (Homo sapiens), Q07820. inhibition, % at 10 µM. 190,000 tested, 0.1% active;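 further: 0% = no compound tracer wells and 100% = peptide blocker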
# Mcl1 Bid PPI: Mcl-1/Bid binding inhibitors, primary screen, biochemical, TR-FRET, 1536-well | TR-FRET Mcl-1/Bid-Dy647 peptide binding | inhibition, % at 21.7 µM | 220,000 tested, 0.97% active | AID 1021, 2008;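 active means compounds that cut the binding signal by more than half at the single screening dose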;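 further: His-tagged Mcl-1 with europium anti-His antibody binding Bid BH3 peptide; 0% = Mcl-1 plus peptide wells and 100% = peptide-only wells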
# Bim-Bcl-W: inhibitors of Bim binding to Bcl-W, primary screen, biochemical, multiplexed, bead-based flow cytometry; Bim peptide-Bcl-W binding; inhibition, % at 10 µM; 190,000 tested, 0.02% active; AID 952, 2007;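 further: 0% = bound tracer without compound and 100% = peptide blocker; higher means less fluorescent Bim peptide bound to Bcl-W beads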
# Target sequence (Q92843 whole entry, looked up): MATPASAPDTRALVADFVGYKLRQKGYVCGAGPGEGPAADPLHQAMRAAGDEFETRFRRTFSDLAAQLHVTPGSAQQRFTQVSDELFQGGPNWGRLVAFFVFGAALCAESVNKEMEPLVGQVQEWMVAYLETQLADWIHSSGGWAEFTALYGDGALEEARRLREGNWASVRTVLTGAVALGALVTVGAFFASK
# RGS8-Gao reg: RGS8-Galphao binding modulators, primary screen, biochemical, multiplexed bead flow cytometry | Guanine nucleotide-binding protein G(o) subunit alpha (Homo sapiens), P09471 | actives lie on both sides | response (percent of control binding), % at 10 µM | 220,000 tested, 0.34% active; in the data active means response below about 60% or above about 140%; inactive means in between;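 further: Galphao activated as the GDP aluminium fluoride complex binding bead-coupled RGS8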
# Mcl1 Noxa PPI: Mcl-1/Noxa binding inhibitors, primary screen, biochemical, TR-FRET, 1536-well | TR-FRET Mcl-1/Noxa peptide binding, 2 h | 220,000 tested, 1.5% active | inhibition, % at 21.7 µM;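 active means compounds that cut the protein-peptide binding signal by more than 50% relative to plate controls in a single-dose test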;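 further: His-tagged Mcl-1 with rhodamine Noxa BH3 peptide and terbium anti-His antibody; 0% = Mcl-1 plus Noxa peptide wells and 100% = peptide-only wells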
# Bim-Bcl-2: inhibitors of Bim-Bcl-2 binding, primary screen, biochemical, multiplexed, human Bcl-2 family; Apoptosis regulator Bcl-2 (Homo sapiens), P10415; Bead-based flow cytometry, Bim peptide-Bcl-2 binding; inhibition, % at 10 µM; 190,000 tested, 0.06% active; in the data active means inhibition above about 40%; inconclusive means no clear call, values can overlap the other calls;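 further: 0% = no compound wells with probe peptide and 100% = reference peptide inhibitor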
# Target sequence (P10415 whole entry, looked up): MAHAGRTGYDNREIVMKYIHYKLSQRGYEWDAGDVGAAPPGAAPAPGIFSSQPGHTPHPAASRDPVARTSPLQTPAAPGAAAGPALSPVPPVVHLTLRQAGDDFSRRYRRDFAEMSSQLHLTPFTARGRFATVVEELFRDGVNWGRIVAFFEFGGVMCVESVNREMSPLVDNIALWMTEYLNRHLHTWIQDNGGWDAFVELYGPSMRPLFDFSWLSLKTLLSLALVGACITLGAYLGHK
# * hit, by the source's call; ? = inconclusive; . = not tested or not shown. Unless noted, no stated cut-off is given here; in the data, active means inhibition above about 40%. No enrichment for hits; 2.7% or so of the library scored in one or more.
molecule	Bim-Bcl-W	Bcl-B Bim block	Mcl-1 Bim block	Bim-Bcl-2	Mcl1 Noxa PPI	Mcl1 Bid PPI	Bim-Bfl-1	RGS7-Gao reg	RGS4-Gao reg	RGS8-Gao reg	Bim-Bcl-XL
N#CC1=C(N2CCOCC2)/C(=C\c2ccccc2)CC1	-3.0	-10.0	-2.0	-12.0	16.2	-10.9	-15.0	100.7	103.0	99.2	-7.0
COCc1nnc(NC(=O)CCCCCN2C(=O)c3ccccc3C2=O)s1	0.0	-5.0	1.0	-5.0	11.8	-20.6	-8.0	113.7	109.2	112.9	-1.0
CC1C/C(=C/c2ccncc2)C(=O)/C(=C/c2ccncc2)C1 (configuration not stated)	-2.0	-6.0	-3.0	-1.0	6.8	-16.7	0.0	101.1	100.2	97.6	0.0
Cc1cc(Br)ccc1NC(=S)Nc1cccc([N+](=O)[O-])c1	-6.0	-10.0	-8.0	-8.0	25.5	-10.9	-5.0	97.2	101.0	100.0	-10.0
CCO[C@H]1OC(C(=O)N2CCOCC2)=C[C@@H](c2ccc3c(c2)OCO3)[C@@H]1CCCO	0.0	-3.0	-2.0	-4.0	18.2	0.2	-4.0	101.3	97.0	99.8	0.0
COc1cc([N+](=O)[O-])ccc1-c1ccc(/C=N/NC(=O)OC(C)(C)C)o1	.	.	.	.	13.3	2.6	.	?	93.3	98.0	.
O=C(Nc1cccc(F)c1)c1cc(S(=O)(=O)N2CCC3(CC2)OCCO3)ccc1F	-1.0	-3.0	-1.0	-3.0	-6.9	2.0	-4.0	108.1	103.3	102.2	-1.0
CN1CCCN(S(=O)(=O)c2ccc(Cl)c(Cl)c2)CC1	-1.0	-6.0	-1.0	-2.0	28.2	5.6	-6.0	101.5	101.6	99.0	-2.0
Cc1ccc(C(=O)c2cc3c(cc2[N+](=O)[O-])OCCO3)cc1	0.0	0.0	1.0	0.0	-9.8	2.7	-3.0	?	101.2	102.3	2.0
CC(=O)Nc1ccc(NC(C)=O)s1	2.0	-4.0	0.0	-3.0	13.8	-55.6	-5.0	100.3	101.6	100.3	-2.0

# Of the compounds above, 2 have nitrogen in an aromatic ring.
molecule	Bim-Bcl-W	Bcl-B Bim block	Mcl-1 Bim block	Bim-Bcl-2	Mcl1 Noxa PPI	Mcl1 Bid PPI	Bim-Bfl-1	RGS7-Gao reg	RGS4-Gao reg	RGS8-Gao reg	Bim-Bcl-XL
COCc1nnc(NC(=O)CCCCCN2C(=O)c3ccccc3C2=O)s1	0.0	-5.0	1.0	-5.0	11.8	-20.6	-8.0	113.7	109.2	112.9	-1.0
CC1C/C(=C/c2ccncc2)C(=O)/C(=C/c2ccncc2)C1 (configuration not stated)	-2.0	-6.0	-3.0	-1.0	6.8	-16.7	0.0	101.1	100.2	97.6	0.0

# Further records follow.
molecule	Bim-Bcl-W	Bcl-B Bim block	Mcl-1 Bim block	Bim-Bcl-2	Mcl1 Noxa PPI	Mcl1 Bid PPI	Bim-Bfl-1	RGS7-Gao reg	RGS4-Gao reg	RGS8-Gao reg	Bim-Bcl-XL
S=c1[nH]nc(-c2ccccc2)n1/N=C/C=C/c1ccco1	0.0	4.0	-5.0	2.0	40.6	-32.2	-3.0	87.6	89.8	79.2	0.0
O=c1c(/C=N/Nc2ccccc2)c(Sc2nnnn2-c2ccccc2)nc2ccccn12	0.0	-3.0	-5.0	-6.0	32.8	-17.9	-3.0	122.0	106.7	95.1	-3.0
N/C(=N\N=C\c1ccnc2ccccc12)SC1CC(=O)N(c2ccc(Br)cc2)C1=O (configuration not stated)	-1.0	1.0	-3.0	2.0	36.4	28.1	0.0	103.4	103.4	100.4	-4.0
Cc1c(C#N)c(NC(=O)C(C)C)n(Cc2ccccc2)c1C	0.0	-2.0	2.0	-1.0	-0.8	-32.3	-6.0	101.8	101.0	98.9	-1.0
CC1(C)CC(=O)C(C=Nc2ccc(O)c(N=CC3=C(O)CC(C)(C)CC3=O)c2)=C(O)C1	0.0	-1.0	0.0	-1.0	19.6	-32.4	0.0	92.7	92.7	95.7	-1.0
COc1ccc(-c2cn(-c3ccc(OC)cc3)c(=S)[nH]2)cc1	-7.0	-6.0	-8.0	0.0	11.3	-23.7	0.0	107.8	103.9	90.6	-9.0
CCn1c(SC)nnc1-c1nnc(SC)n1CC	-1.0	-6.0	-3.0	-8.0	.	-15.7	-16.0	99.7	102.9	105.1	-10.0
CCCN1C2CCCC1CC(NC(=S)Nc1cccc(C)c1C)C2 (configuration not stated)	.	.	.	.	20.7	-128.7	.	?	99.8	100.1	.
CCOc1ccc(N(Cc2cc3cc(OC)ccc3[nH]c2=O)S(C)(=O)=O)cc1	1.0	3.0	2.0	-2.0	.	.	-3.0	96.0	99.1	102.4	3.0
Cc1ccc(S(=O)(=O)N2CCCCC2)cc1NC(=O)COC(=O)Cc1ccc(Cl)cc1	0.0	-9.0	-6.0	-1.0	3.9	-3.4	0.0	99.1	96.8	85.2	-1.0
CN(C)C=NC(=O)c1ccc([N+](=O)[O-])c(CS(=O)(=O)c2ccc(Cl)cc2)c1	2.0	-1.0	0.0	0.0	-30.5	-3.1	-7.0	99.0	103.1	102.1	0.0
O=C(CCn1c2c(c3ccccc31)CCCC2)NNC(=O)c1ccc([N+](=O)[O-])cc1	-3.0	-6.0	0.0	-6.0	19.2	-29.0	-4.0	102.2	102.0	98.5	-2.0
Cc1ccc(CN2C(=O)CCC2C(=O)NC2CC2)cc1 (configuration not stated)	-1.0	1.0	0.0	-4.0	-3.4	-25.0	0.0	92.3	99.2	91.9	-3.0
COc1ccc(N2CCN(C(=O)c3ccc(C)cc3Cl)CC2)cc1	0.0	-10.0	2.0	-8.0	6.0	-20.2	-17.0	102.9	101.4	102.0	-8.0
COc1cc2ncnc(NCc3cccc(Cl)c3)c2cc1OC	-1.0	-4.0	-5.0	-4.0	8.4	12.9	-8.0	95.4	99.1	97.7	-1.0
CCSc1ccc(C(=O)Nc2ccc(Br)cn2)cc1[N+](=O)[O-]	-3.0	1.0	2.0	1.0	7.3	15.8	2.0	104.1	103.0	106.5	-3.0
CCc1nc(C)cn1S(=O)(=O)c1cc(Cl)c(OC)cc1Cl	-3.0	-2.0	-2.0	-4.0	16.5	-0.6	-2.0	99.8	97.4	93.3	0.0
CC(=O)C1=C(c2ccccc2)NC(=O)NC1c1ccc(O)c(O)c1 (configuration not stated)	2.0	0.0	1.0	3.0	16.7	-81.4	2.0	100.7	103.7	100.9	2.0
CC(=O)c1ccc(NC(=S)NNC(=O)c2ccccc2[N+](=O)[O-])cc1	-2.0	-39.0	-5.0	-4.0	-14.2	-37.7	1.0	96.3	103.4	98.3	-9.0
CCC(=O)NC(=S)Nc1ccc(NC(=O)c2ccco2)c(Cl)c1	1.0	-20.0	0.0	4.0	27.4	-34.2	8.0	101.8	100.8	100.5	-3.0
CCCCCCNC(=O)Cc1ccc(Br)cc1	0.0	-3.0	0.0	0.0	-12.8	-16.2	-5.0	108.8	106.8	106.5	-1.0
Cc1occc1C(=O)Nc1ccc2c(c1)OCO2	0.0	-7.0	0.0	-2.0	26.2	-16.6	-15.0	108.5	107.6	105.9	-3.0
Cc1cc(C)c2c(CC(=O)O)coc2c1	-2.0	0.0	-4.0	-1.0	-1.6	-18.8	-1.0	99.2	101.5	98.5	-2.0
COCCCNC(=S)N/N=C/c1ccc(O)cc1	.	.	.	.	8.5	-25.7	.	?	105.3	102.2	.
CCCc1nc(SCC(=O)Nc2cc(C)on2)c2ccccc2n1	-1.0	-6.0	-2.0	-5.0	4.8	1.6	-1.0	96.8	100.1	101.6	-2.0
COC(=O)CCSC(=S)N1CCOCC1	.	.	.	.	26.4	-46.9	.	?	101.8	99.8	.
CC(=O)Nc1ccc(S(=O)(=O)Nc2cc(C)c(-n3nc4ccccc4n3)cc2O)cc1	2.0	-10.0	0.0	-9.0	10.4	2.2	-9.0	99.2	95.9	98.5	-3.0
Cc1ccc2cc(C)c3nnc(SCC(=O)N4CCCc5ccccc54)n3c2c1C	-2.0	-12.0	-1.0	-11.0	-0.2	0.8	-15.0	104.3	103.8	102.3	0.0
COC(=O)C(NC(=O)c1ccc(Cl)cc1)(Nc1nc(C)cs1)C(F)(F)F (configuration not stated)	-1.0	-4.0	-2.0	-4.0	-11.6	-41.8	0.0	97.1	96.8	96.9	0.0
CCc1ccc(C(=O)CSc2nc3cc(S(=O)(=O)N4CCOCC4)ccc3n2CC)cc1	-2.0	-5.0	-4.0	-4.0	-21.6	-61.5	0.0	94.6	97.0	100.2	-8.0
CCCCc1ccc(S(N)(=O)=O)cc1	-4.0	-4.0	-3.0	-1.0	-2.4	-21.0	-4.0	?	102.5	100.8	-4.0
O=S(=O)(Nc1ccccc1O)c1ccc(Cl)nc1	.	.	.	.	10.7	-25.5	.	?	97.9	98.8	.
O=C(N/C(=C\c1ccc([N+](=O)[O-])cc1)C(=O)N1CCCCC1)c1ccccc1Br	-6.0	-7.0	-6.0	-5.0	14.5	-18.3	-3.0	98.6	98.4	100.0	-9.0
CC1(C)CC(NC(=O)C(Cl)(Cl)Cl)CC(C)(C)N1	0.0	-2.0	0.0	3.0	-1.7	-24.1	2.0	97.8	101.5	99.6	-1.0
CCN1CCc2c(C#N)c(N3CCCCC3)nc(N3CCOCC3)c2C1	-2.0	-2.0	-2.0	-3.0	-0.5	-7.0	-3.0	99.9	98.3	102.8	-1.0
Cc1ccc(NC(=O)CSc2nnc(COc3ccccc3C)o2)cc1	-1.0	-4.0	-8.0	-5.0	2.7	-16.4	-8.0	97.5	101.3	101.9	-1.0
CCOC(=O)c1cc2sc(C)cc2n1CC(=O)N1CCOCC1	2.0	-1.0	0.0	0.0	6.7	-22.8	-2.0	100.5	97.5	96.0	2.0
COc1ccc(CN(Cc2cccnc2)C(=S)NCCc2ccccc2)cc1OC	1.0	-3.0	2.0	-2.0	-4.7	-20.0	0.0	99.6	99.0	94.5	0.0
Cc1ccccc1Cn1c(=O)n(Cc2ccco2)c(=O)c2ccccc21	0.0	-8.0	0.0	-6.0	7.0	-24.4	-9.0	97.5	95.7	96.2	7.0
O=C(c1cc(C(=O)c2ccco2)cc(C(=O)c2ccco2)c1)c1ccco1	-3.0	-13.0	-5.0	-2.0	22.8	-14.1	3.0	100.0	107.7	118.1	-5.0
O=C(Nc1ccc(Cl)cc1)/C(=C1\CCCN1)[N+](=O)[O-]	.	.	.	.	9.4	-7.2	.	?	102.0	99.0	.
CC(=O)N1Cc2ccccc2C(C)CC12CCCC2 (configuration not stated)	-9.0	-9.0	-6.0	-5.0	13.8	-5.2	-9.0	102.3	103.0	101.5	-11.0
